KCNK9 inh = blocks the human KCNK9 two-pore domain potassium channel; HEK293 KCNK9, FluxOR thallium flux fluorescence; stronger effect = lower value; B-score at 10 µM; 310,000 tested, 1.2% active; Q9NPC2; AID 488922;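 active = ratio B-score over 3 SD below the library mean, with starting fluorescence within 5 SD of its mean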;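 note: negative B-score means less thallium flux so channel inhibition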
Target sequence (Q9NPC2 whole entry, looked up, the tested form may be a part): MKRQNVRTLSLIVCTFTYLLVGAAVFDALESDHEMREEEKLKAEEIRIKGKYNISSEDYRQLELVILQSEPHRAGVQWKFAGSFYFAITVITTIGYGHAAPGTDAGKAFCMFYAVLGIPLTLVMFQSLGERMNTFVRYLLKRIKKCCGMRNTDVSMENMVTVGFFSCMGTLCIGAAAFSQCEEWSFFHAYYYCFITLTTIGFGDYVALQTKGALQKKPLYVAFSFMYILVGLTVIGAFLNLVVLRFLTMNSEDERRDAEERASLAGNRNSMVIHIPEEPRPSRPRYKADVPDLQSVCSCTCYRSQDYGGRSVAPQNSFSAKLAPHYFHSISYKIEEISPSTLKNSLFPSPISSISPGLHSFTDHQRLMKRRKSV
TMEM16A act = activators or potentiators of mouse TMEM16A chloride channel; Q8BHY3; HEK293 TMEM16A/YFP-H148Q/I152L, iodide quench fluorescence; stronger effect = lower value; B-score at 10 µM; 340,000 tested, 0.3% active; AID 623877;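 active = fluorescence-ratio B-score plate-corrected deviation score at least 3 library SD below zero, with starting fluorescence score within 5 deviations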;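 note: channel opened by trigger with iodide after compound preincubation; score built on the fluorescence ratio of max minus min over baseline; more negative score means more quench and so TMEM16A activation or potentiation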
SKKanGAS inh = SKKanGAS growth inhibition. S. pyogenes SKKanGAS, kanamycin growth, BacTiter-Glo, 6 h. inhibition, % at 7.5 µM. 300,000 tested, 1.3% active. AID 1662;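 active = mean replicate score, as percent of positive control median, at least 50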;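 note: strain carries kanamycin resistance gene driven by streptokinase promoter and grows in 40 µg/ml kanamycin; loss of luminescence reflects streptokinase promoter inhibition or plain growth inhibition; 0% = median of DMSO wells and 100% = positive control at its reference dose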
KCNQ1 act = potentiators or activators of human KCNQ1 potassium channel | CHO-K1 KCNQ1, thallium flux FluxOR fluorescence; stronger effect = higher value | 310,000 tested, 0.35% active | P51787 | B-score at 10 µM | AID 2648;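 active = fluorescence ratio B-score, a plate-corrected score, at least three library SD, with initial intensity B-score within 5 SD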
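Schedule – 37 °C overnight plating, 90-min dark dye load, 20-min compound pretreatment · System – stable KCNQ1 CHO-K1 line · Probe or stimulus – thallium- and potassium-containing depolarizing buffer · Measured by – kinetic FluxOR fluorescence, 10 s baseline plus 110 s post-stimulus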
HDAC3 inh = blocks human histone deacetylase 3. O15379. recombinant HDAC3, fluorogenic peptide/trypsin coupled, fluorescence. inhibition, % at 8.3 µM. 320,000 tested, 0.15% active. AID 2718; in the data active = inhibition above about 26%, passing the limit was not always enough
RGS4 inh = human RGS4 inhibition; P49798; HEK293 M3R/RGS4 inducible, Fluo-4 calcium flux; stronger effect = higher value; triggered by carbachol at its EC20; B-score at 10 µM; 310,000 tested, 0.45% active;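 active = B-score, a plate-corrected calcium signal, over three deviations above library mean, with baseline fluorescence within five deviations of library mean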;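 note: RGS4 expression induced by doxycycline in cells with stable M3 receptor; B-score is computed from the integrated fluorescence ratio over baseline after carbachol; higher B-score means a larger calcium signal and so more RGS4 inhibition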
Target sequence (P49798 whole entry, looked up): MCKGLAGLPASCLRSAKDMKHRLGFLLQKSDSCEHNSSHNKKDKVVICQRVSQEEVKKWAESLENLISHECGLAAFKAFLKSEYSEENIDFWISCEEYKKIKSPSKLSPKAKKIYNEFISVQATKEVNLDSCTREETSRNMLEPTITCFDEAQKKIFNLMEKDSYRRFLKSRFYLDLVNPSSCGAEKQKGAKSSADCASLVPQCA
ANO1 block = inhibitors of mouse TMEM16A calcium-activated chloride channel; HEK293 TMEM16A/YFP iodide influx fluorescence, ionomycin; normalized B-score (activity score, 25-100; higher = stronger inhibition) at 10 µM; 310,000 tested, 1.2% active;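 active = ratio plate-corrected score three or more library SD toward inhibition, starting fluorescence score within five deviations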;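 note: score derived from kinetic fluorescence span divided by baseline fluorescence per well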
KCNK3 block = human KCNK3 channel inhibition, primary screen; 340,000 tested, 0.84% active; CHO-KCNK3 thallium flux, FluxOR fluorescence; stronger effect = lower value; B-score at 10 µM; O14649;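 active = B-score under library mean minus 4 SD, starting fluorescence ratio at most library mean plus 5 SD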;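 note: more negative B-score means stronger inhibition of thallium flux through KCNK3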
Target sequence (O14649 whole entry, looked up): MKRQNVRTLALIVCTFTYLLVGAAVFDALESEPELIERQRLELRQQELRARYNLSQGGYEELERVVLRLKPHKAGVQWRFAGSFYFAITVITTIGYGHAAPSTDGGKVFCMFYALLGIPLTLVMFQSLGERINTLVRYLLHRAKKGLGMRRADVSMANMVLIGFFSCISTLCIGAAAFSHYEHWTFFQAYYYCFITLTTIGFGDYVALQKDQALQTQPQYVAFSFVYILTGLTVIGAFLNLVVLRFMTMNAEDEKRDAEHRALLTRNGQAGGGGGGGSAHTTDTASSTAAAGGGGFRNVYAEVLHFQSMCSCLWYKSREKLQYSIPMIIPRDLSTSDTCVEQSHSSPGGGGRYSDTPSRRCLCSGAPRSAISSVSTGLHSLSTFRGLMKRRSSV
RGS4 pot = potentiators or activators of RGS4. HEK293 M3R/inducible RGS4, carbachol calcium flux Fluo4; stronger effect = lower value. B-score at 10 µM. 310,000 tested, 0.92% active. AID 463111;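 active = B-score of the integrated calcium signal more than 4 SD below the library mean, with starting fluorescence not abnormally high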;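 note: negative B-score means reduced calcium response which marks RGS4 activation or potentiation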
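test system = M3R-expressing HEK293 line, RGS4 induced by doxycycline | probe or stimulus = carbachol at ECmax as muscarinic agonist stimulus | timing = dye loading 30 min 37 °C, buffer rest 30 min RT | signal = calcium dye Fluo4 fluorescence | evaluation = B score from integrated fluorescence ratio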
KCNQ1 inh = human KCNQ1 channel inhibition; CHO-K1 KCNQ1, FluxOR thallium flux fluorescence; stronger effect = higher value; 310,000 tested, 1.3% active; AID 2642; P51787; B-score at 10 µM;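 active = compounds whose thallium flux B-score, printed positive for inhibition, exceeds three library SD while starting fluorescence stays within three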;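 note: channel opened by potassium depolarization with thallium stimulus after 20 min compound exposure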
hERG rescue = compounds protecting human hERG from proarrhythmic drug block; Q12809; CHO-hERG, FluxOR thallium flux, dofetilide IC70 present; activation (rescue from dofetilide block), less the hit threshold, % at 10 µM; 310,000 tested, 0.51% active; AID 1511;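 active = activation above the mean of controls blocked by dofetilide plus 5 SD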;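 note: thallium influx through hERG after potassium depolarization seen as dye fluorescence rise; in these data hits start at about 4.7%; inactives centre near -7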
The depositor's hits bear a star; i = inactive; . = not tested or not shown.

Screens in order – KCNK9 inh	TMEM16A act	SKKanGAS inh	KCNQ1 act	HDAC3 inh	RGS4 inh	ANO1 block	KCNK3 block	RGS4 pot	KCNQ1 inh	hERG rescue
- C/C(=N\NC(=O)c1cccc(N/N=C(\C)c2ccco2)c1)c1ccco1
  i	i	2	i	.	i	.	i	i	i	-16
- CCN(C(=O)Cc1nc(N)n[nH]1)C1(C(=O)Nc2ccccc2)CCCCC1
  i	i	-4	i	-5	i	i	i	i	i	-5
- C=CCc1ccc(OCC(O)CN2CCN(Cc3ccccc3)CC2)c(OC)c1 (configuration not stated)
  i	i	-5	i	0	i	i	i	i	i	-2
- O=C(NNC(=O)c1cccc(-n2cnnn2)c1)c1ccccc1
  i	i	-4	i	-1	i	i	i	i	i	-2
- O=S(=O)(c1ccccc1C(F)(F)F)N1CCOCC1
  i	i	-2	i	1	i	i	i	i	i	-10
- Cc1ccc(-c2csc3ncnc(Oc4ccc5c(C)cc(=O)oc5c4)c23)cc1
  i	i	12	i	-13	i	i	i	i	i	-12
- CCOc1ccc(NC(=O)C(C)N2C(=O)c3ccccc3S2(=O)=O)cc1 (configuration not stated)
  i	i	-2	i	0	i	i	i	i	i	-6
- O=C(Nc1ccc(Cl)cc1)N(Cc1nc2ccccc2c(=O)[nH]1)Cc1cccs1
  i	i	6	i	7	i	i	i	i	i	-3
- CC(=O)c1cccc(NC(=O)NCCc2ccc(Cl)cc2)c1
  i	i	-6	i	-21	i	i	i	i	i	-12
- CC(/C=C/c1ccco1)=N\NC(=O)c1cccnc1
  i	i	-4	i	7	i	i	i	i	i	3
- Cc1ccc2cc(/C=C(\C#N)C(N)=O)c(N3CCCCC3)nc2c1
  i	i	-4	i	-6	i	i	i	i	i	-6
- COc1ccc(C(NC(=O)CNC(C)=O)C(=O)Nc2ccc(C(C)C)cc2)cc1 (configuration not stated)
  i	i	-6	i	2	i	i	i	i	i	-11
- CN(Cc1ccccc1)CC(O)COc1ccc(CNCCc2ccncc2)cc1 (configuration not stated)
  i	i	0	i	.	i	i	i	i	i	-8
- FC(F)(F)c1ccccc1NC(=S)NC1CCN(Cc2ccccc2)CC1
  i	i	7	i	2	i	i	i	i	i	-7
- CCc1ccc(N2CC(C(=O)N/N=C/c3cc([N+](=O)[O-])ccc3O)CC2=O)cc1 (configuration not stated)
  i	i	-4	i	6	i	i	-9.1*	i	i	-11
- CC1Cc2ccccc2N1S(=O)(=O)c1cnc(Cl)c(Cl)c1 (configuration not stated)
  i	i	11	i	15	i	i	i	i	i	-11
- CN(C)CCN(C(=O)/C=C/c1cccs1)c1nc2ccc(Br)cc2s1
  i	i	-1	i	1	i	i	i	i	i	-8
- O=C(O)CSCC(=O)Nc1ccc(C(=O)O)cc1
  i	i	6	i	3	i	i	i	i	i	-5
- c1ccc(CN2CCN(CCOCCOc3cccc4ccccc34)CC2)cc1
  i	i	-3	i	-12	i	i	i	i	i	-14
- Cc1csc2ncc(C(=O)NC(C)c3ccccc3)c(=O)n12 (configuration not stated)
  i	i	-1	i	.	i	i	i	i	i	-10

Whole records as entered above.
Entry for `O=S(=O)(c1ccccc1C(F)(F)F)N1CCOCC1` : KCNK9 inh = i; TMEM16A act = i; SKKanGAS inh = -2; KCNQ1 act = i; HDAC3 inh = 1; RGS4 inh = i; ANO1 block = i; KCNK3 block = i; RGS4 pot = i; KCNQ1 inh = i; hERG rescue = -10
Entry for `CCc1ccc(N2CC(C(=O)N/N=C/c3cc([N+](=O)[O-])ccc3O)CC2=O)cc1` (configuration not stated) : KCNK9 inh = i; TMEM16A act = i; SKKanGAS inh = -4; KCNQ1 act = i; HDAC3 inh = 6; RGS4 inh = i; ANO1 block = i; KCNK3 block = -9.1*; RGS4 pot = i; KCNQ1 inh = i; hERG rescue = -11

Additional structures follow:
Screens in order – KCNK9 inh	TMEM16A act	SKKanGAS inh	KCNQ1 act	HDAC3 inh	RGS4 inh	ANO1 block	KCNK3 block	RGS4 pot	KCNQ1 inh	hERG rescue
- Cc1ccc(N2C(=O)C3NN=C(C(=O)OCc4ccccc4)C3C2=O)cc1 (configuration not stated)
  i	i	2	i	9	i	i	i	i	i	-4
- CCCNC(=O)CCn1nc(-c2ccccc2)c2ccccc2c1=O
  i	i	-3	i	-11	i	i	i	i	i	-1
- Cc1nc(N2CCN(c3ccccc3)CC2)[nH]c(=O)c1CCC(C)C
  i	i	-9	i	7	i	i	i	i	i	-7
- C#CCOCCOCCOCCNc1nc(N2CCN(C(=O)[C@H](C(C)C)n3cc(CCO)nn3)CC2)nc(N2CCN(C(=O)[C@H](CCCCN)n3cc(CCCC)nn3)CC2)n1
  i	i	-4	i	3	i	i	i	i	i	-3
- Cc1coc2c(C)c3oc(=O)c(CCC(=O)NCCN4CCOCC4)c(C)c3cc12
  i	i	-4	i	-1	i	i	i	-7*	i	-4
- O=C(N/N=C/c1cccnc1)c1cccc(S(=O)(=O)N2CCCC2)c1
  i	i	4	i	-4	i	i	i	i	i	-6
- CCOC(=O)c1sc2nc(C)cc(-c3ccccc3)c2c1N
  i	i	4	i	-3	i	i	i	i	i	-1
- COc1cccc(-n2nnnc2SCC(=O)Nc2cccc(C)n2)c1
  i	i	-15	i	-1	i	i	i	i	i	-4
- Cc1nc(N)sc1-c1nnc(SCC(=O)Nc2ccccc2C(F)(F)F)n1C
  i	i	0	i	-1	i	i	i	i	i	-7
- O=S(=O)(c1ccc(Cl)cc1)N1CCN=C1SCc1cccc(Cl)c1
  i	i	-14	i	0	i	i	i	i	i	-7
- CCOC(=O)c1cc2sc(C)cc2n1CC(=O)N1CCOCC1
  i	i	-2	i	4	i	i	i	i	i	-12
- Cc1ccc(O)c(NC(=O)COc2cc(C)ccc2C)c1
  i	i	-5	i	0	i	i	i	i	i	-2
- CCOC(=O)/C=C/C(=O)OCC(=O)Nc1ccc(Cl)cn1
  i	i	4	i	-1	i	i	i	i	i	-5
- CCc1ccc(NC(=O)CSc2nnc(CNC(=O)c3ccco3)o2)cc1
  i	i	3	i	-3	i	i	i	i	i	-5
- Nc1cccc2c1C(=O)N(C(=O)c1cccc(S(=O)(=O)N3CCCC3)c1)C2=O
  i	i	-2	i	2	i	i	i	i	i	-5
- CCc1ccc(NC(=O)c2cnc3scc(C)n3c2=O)cc1
  i	i	12	i	0	i	i	i	i	i	-13
- CCOc1ccc(/C=C/c2nc(C#N)c(NCCCN(C)C)o2)cc1
  i	i	-1	i	5	i	i	i	i	i	-12
- COc1ccc(/C=C/C(=O)NCCSCc2ccco2)cc1
  i	i	-1	i	2	i	i	i	i	i	-9
- CCCCN(C)CCCNC(=O)Cn1c(=O)sc2ccccc21
  i	i	7	i	2	i	i	i	i	i	-9
- O=C(c1cccn2c(=O)c3ccc(Cl)cc3nc12)N1CCN(Cc2ccc3c(c2)OCO3)CC1
  i	i	7	i	-5	i	i	i	i	i	-17
- Fc1ccc(-c2ccc(CNCc3ccccn3)o2)cc1
  i	i	1	i	-2	i	i	i	i	i	-3
- Cc1nc(C(C)(C)O)n(-c2ccccc2)n1
  i	i	-2	i	-10	i	i	i	i	i	-5
- COc1ccccc1NS(=O)(=O)c1ccc(Cl)cc1
  i	i	-1	i	-2	i	i	i	i	i	-6
- COc1cc(CC(=O)OCC(=O)Nc2cc([N+](=O)[O-])ccc2Cl)cc(OC)c1OC
  i	i	1	i	1	i	i	i	i	i	-10
- O=C(CN1CCCCCC1)Nc1ccccc1[N+](=O)[O-]
  i	i	0	i	7	i	i	i	i	i	-9
- COc1ccccc1NC(=O)c1ccc(NC(=O)CN2CCN(C(=O)c3ccco3)CC2)cc1
  i	i	-31	i	-3	i	i	i	i	i	-18
- CCCC(C(=O)Nc1ccc(S(=O)(=O)Nc2ncccn2)cc1)c1ccccc1 (configuration not stated)
  i	i	4	i	9	i	i	i	i	i	-4
- COC(=O)c1cscc1S(=O)(=O)Cc1ccccc1
  i	i	-3	i	-2	i	i	i	i	i	-8
- COc1ccc(Cn2c(N)c(C#N)c3nc4ccccc4nc32)cc1OC
  i	i	6	i	0	i	i	i	i	i	-4
- COc1ccccc1Nc1nc(N)nc(CSc2nccc(C)n2)n1
  i	i	-7	i	0	i	i	i	i	i	-2
- CC(C)N1CC(COc2ccc(Br)cc2)OC1=O (configuration not stated)
  i	i	-6	i	10	i	i	i	i	i	-2
- Cc1cc(C)cc(NC(=O)CCn2ccnc2)c1
  i	i	-1	i	0	i	i	i	i	i	-5
- CN1C(=O)C(C)(C)c2cc(S(=O)(=O)NCc3ccc(C(=O)NCc4ccco4)cc3)ccc21
  i	i	1	i	8	i	i	i	i	i	-9
- Brc1cccc(CNc2nc3ccccc3n2CCN2CCOCC2)c1
  i	i	-13	i	-1	i	i	i	i	i	-13
- COc1ccccc1CNC(=O)c1c(-c2ccccc2)nn(-c2ccccc2)c1C
  i	i	-9	i	-3	i	i	i	i	i	-3
- CC1CCN(C(=O)/C=C/c2ccc(C(C)(C)C)cc2)CC1
  -9*	i	19	i	2	i	i	i	i	i	-15
- Cc1nnc(SCC(=O)Nc2ccc(Cl)cn2)[nH]c1=O
  i	i	0	i	4	i	i	i	i	i	0
- CCOC(=O)/C(=N\Nc1ccc(Cl)cc1)c1csc(Nc2ccccc2)n1
  i	i	73*	i	5	i	100*	i	i	i	-5
- O=C(OCCN=C1NS(=O)(=O)c2ccccc21)c1cccnc1
  i	i	1	i	3	i	i	i	i	i	0
- CCn1c(SCC(=O)Nc2cccc(O)c2)nc2c1c(=O)n(C)c(=O)n2C
  i	i	-1	i	0	i	i	i	i	i	-3
- O=C(COc1ccc(F)cc1)N(Cc1cccc(Br)c1)C1CCS(=O)(=O)C1 (configuration not stated)
  i	i	-3	i	2	i	i	i	i	i	-13
- COc1ccc(C2CC(c3ccc(C)cc3)=NN2C(=O)c2ccccc2)cc1 (configuration not stated)
  i	i	31	i	-4	i	i	i	i	i	-3
